High-throughput results: PubChem, NMMLSC
Bim-Bcl-W = inhibitors of Bim binding to Bcl-W, primary screen, biochemical, multiplexed, bead-based flow cytometry. AID 952, 2007. inhibition, % at 10 µM. Bim peptide-Bcl-W binding. 190,000 compounds, 0.02% hits. Bcl-2-like protein 2 (Homo sapiens), Q92843;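 note: 0% = bound tracer without compound and 100% = peptide blocker; higher means less fluorescent Bim peptide bound to Bcl-W beads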
Bim-Bcl-B = inhibitors of Bim-Bcl-B binding, primary screen, biochemical, multiplexed, human Bcl-2 family; inhibition, % at 10 µM; 190,000 compounds, 0.073% hits; Bcl-2-like protein 10 (Homo sapiens), Q9HD36; bead-based flow cytometry, Bim peptide-Bcl-B binding; AID 951, 2007;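 note: 0% = tracer peptide without compound and 100% = reference inhibitor peptide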
RGS8-Gao = RGS8-Galphao binding modulators, primary screen, biochemical, multiplexed bead flow cytometry; Guanine nucleotide-binding protein G(o) subunit alpha (Homo sapiens), P09471; actives lie on both sides; response (percent of control binding), % at 10 µM; 220,000 compounds, 0.34% hits; in the data active = response below about 60% or above about 140%; inactive = in between;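 note: Galphao activated as the GDP aluminium fluoride complex binding bead-coupled RGS8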
RGS7-Gao reg = RGS7-Galphao binding modulators, primary screen, biochemical, multiplexed bead flow cytometry; Guanine nucleotide-binding protein G(o) subunit alpha (Homo sapiens), P09471; actives lie on both sides; binding response (% of control), % at 10 µM; 220,000 compounds, 0.35% hits; AID 1439, 2008; in the data active = binding response below about 49% or above about 150%; inconclusive = no clear call, values can overlap the other calls; inactive = in between;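 note: fluorescent Galphao held in activated GDP-AlF4 state binding bead-coupled RGS7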
ABCB1 block = ABCB1 efflux pump inhibitors, primary screen, cell-based, multiplex, flow cytometry, ABCG2 counter-screen; CCRF-Adr cells, JC-1 efflux; inhibition, % at 6.6 µM; ATP-dependent translocase ABCB1 (Homo sapiens), P08183; 190,000 compounds, 0.067% hits; in the data active = inhibition above about 40%;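 note: 0% = vehicle and 100% = reference inhibitor; higher value means more JC-1 retained so stronger ABCB1 efflux block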
Target sequence (P08183 whole entry, looked up): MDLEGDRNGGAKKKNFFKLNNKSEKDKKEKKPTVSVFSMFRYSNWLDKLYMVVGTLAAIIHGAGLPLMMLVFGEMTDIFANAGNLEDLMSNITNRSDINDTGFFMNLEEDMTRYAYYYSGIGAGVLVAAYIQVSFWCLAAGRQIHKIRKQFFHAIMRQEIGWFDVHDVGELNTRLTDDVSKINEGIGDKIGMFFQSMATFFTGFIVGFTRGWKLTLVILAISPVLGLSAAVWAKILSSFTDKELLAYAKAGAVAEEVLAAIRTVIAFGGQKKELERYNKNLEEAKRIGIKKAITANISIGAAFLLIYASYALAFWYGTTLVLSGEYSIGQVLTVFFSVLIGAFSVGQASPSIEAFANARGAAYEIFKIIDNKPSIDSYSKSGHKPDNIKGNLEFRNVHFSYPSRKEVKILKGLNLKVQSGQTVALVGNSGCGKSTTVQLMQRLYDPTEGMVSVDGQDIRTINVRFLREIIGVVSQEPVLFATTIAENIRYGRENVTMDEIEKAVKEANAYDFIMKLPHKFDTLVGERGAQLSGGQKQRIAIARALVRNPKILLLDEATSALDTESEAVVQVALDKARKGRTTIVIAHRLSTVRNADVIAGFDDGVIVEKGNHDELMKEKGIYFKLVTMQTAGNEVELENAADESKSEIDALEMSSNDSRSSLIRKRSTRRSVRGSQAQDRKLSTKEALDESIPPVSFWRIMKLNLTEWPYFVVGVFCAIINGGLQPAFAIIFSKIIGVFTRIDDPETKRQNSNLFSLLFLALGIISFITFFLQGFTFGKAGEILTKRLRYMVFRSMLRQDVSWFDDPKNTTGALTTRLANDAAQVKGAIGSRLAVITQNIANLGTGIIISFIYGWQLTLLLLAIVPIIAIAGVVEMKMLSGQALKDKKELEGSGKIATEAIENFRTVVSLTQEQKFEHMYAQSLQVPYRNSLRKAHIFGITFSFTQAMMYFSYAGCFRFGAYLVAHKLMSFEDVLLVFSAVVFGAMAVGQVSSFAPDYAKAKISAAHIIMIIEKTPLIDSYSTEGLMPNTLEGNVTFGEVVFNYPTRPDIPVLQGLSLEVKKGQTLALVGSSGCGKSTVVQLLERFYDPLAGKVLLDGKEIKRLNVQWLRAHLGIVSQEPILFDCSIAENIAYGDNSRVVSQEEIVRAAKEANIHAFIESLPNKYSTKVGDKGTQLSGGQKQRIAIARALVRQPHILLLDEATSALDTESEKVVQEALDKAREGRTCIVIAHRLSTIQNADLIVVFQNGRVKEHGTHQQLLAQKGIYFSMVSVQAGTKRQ
ABCG2 block = ABCG2 efflux pump inhibitors, primary screen, multiplex with ABCB1, IgMXP3 cells, flow cytometry; inhibition, % at 6.6 µM; Broad substrate specificity ATP-binding cassette transporter ABCG2 (Homo sapiens), Q9UNQ0; 190,000 compounds, 0.1% hits; JC-1 efflux; AID 1325, 2008;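 active = inhibition above 80%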;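 note: 0% = DMSO and 100% = nicardipine control wells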
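material = IgMXP3 (ABCG2) plus far-red-tagged CCRF-Adr (ABCB1) cells | amount = 3 million cells/mL, equal mix of both lines | also added = JC-1 transporter substrate | dosing = one concentration, 6.6 µM final | schedule = 10 min at 25 °C | measured by = flow cytometric JC-1 green MFI at 530 nm | read-out basis = percent efflux inhibition, scaled nicardipine 100% to DMSO 0%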
Bfl-1 Bim block = inhibitors of Bim binding to Bfl-1, primary screen, biochemical, multiplexed, bead-based flow cytometry; Bcl-2-related protein A1 (Homo sapiens), Q16548; Bim-Bfl-1 binding inhibition; inhibition, % at 10 µM; 190,000 compounds, 0.12% hits;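 note: 0% = wells without compound plus tracer and 100% = blocker peptide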
Bim-Bcl-2 = inhibitors of Bim-Bcl-2 binding, primary screen, biochemical, multiplexed, human Bcl-2 family. Bead-based flow cytometry, Bim peptide-Bcl-2 binding. inhibition, % at 10 µM. 190,000 compounds, 0.06% hits. AID 950, 2007; in the data active = inhibition above about 40%; inconclusive = no clear call, values can overlap the other calls;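 note: 0% = no compound wells with probe peptide and 100% = reference peptide inhibitor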
Bim-Bcl-XL = inhibitors of Bim-Bcl-XL binding, primary screen, biochemical, multiplexed, bead flow cytometry, human Bcl-XL. Bcl-2-like protein 1 (Homo sapiens), Q07817. Bim peptide-Bcl-XL binding, fluorescence. inhibition, % at 10 µM. 190,000 compounds, 0.04% hits
Mcl-1 Bim block = inhibitors of Bim peptide binding to Mcl-1, primary screen, biochemical, bead-based flow cytometry, multiplex; Induced myeloid leukemia cell differentiation protein Mcl-1 (Homo sapiens), Q07820; Bim peptide-Mcl-1 binding; inhibition, % at 10 µM; 190,000 compounds, 0.1% hits; AID 1009, 2008;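 note: 0% = no compound tracer wells and 100% = peptide blocker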
RGS4-Gao reg = modulators of RGS4 binding to Galphao, primary screen, biochemical, multiplexed bead flow cytometry; Guanine nucleotide-binding protein G(o) subunit alpha (Homo sapiens), P09471; actives lie on both sides; binding response (% of control), % at 10 µM; 220,000 compounds, 0.33% hits; AID 1415, 2008; in the data active = binding response below about 49% or above about 150%; inactive = in between;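 note: fluorescent Galphao activated with aluminum fluoride binding bead-coupled RGS4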
Starred values were filed as active, the others as inactive; ? = inconclusive; [ ] = dose if it differs, or a comment. Cut-off read from the data, not from the text of the source, unless noted: active = inhibition above about 40%. An unsorted share of the library; overall some 0.94% were active at least once.

SMILES | Bim-Bcl-W | Bim-Bcl-B | RGS8-Gao | RGS7-Gao reg | ABCB1 block | ABCG2 block | Bfl-1 Bim block | Bim-Bcl-2 | Bim-Bcl-XL | Mcl-1 Bim block | RGS4-Gao reg
CC(=O)Nc1sc2c(c1C(c1ccccc1Cl)N1CCN(CCO)CC1)CCCC2 (stereo not drawn) | 9 | 18 | 101 | ? | -0.3 | -3 | 20 | 27 | 10 | 14 | 98
COc1ccc(C(=O)Nc2cc(-c3nn4c(C)nnc4s3)ccc2C)cc1 | 4 | 2 | 97 | 101 | 0.2 | 0 | 5 | 2 | 2 | 0 | 103
COc1cccc(OCCn2c(C)c(/C=N/n3cnnc3)c3ccccc32)c1 | -1 | -8 | 100 | 100 | 0.5 | 15 | -17 | -12 | -8 | -4 | 98
CC(C)(C)C(=O)Nc1cccc(-c2nc3ccccc3[nH]2)c1 | 5 | -3 | 101 | 101 | 0.2 | 1 | -3 | -6 | 0 | 5 | 108
Cn1cccc1CNCc1ccc(F)cc1 | 0 | 0 | 78 | 92 | 0.8 | 4 | 2 | 3 | -1 | -1 | 95
O=C(COc1ccc(OCc2ccccc2)cc1)NN=C1CCCC1 | -3 | -2 | 100 | 100 | 0.3 | 1 | -3 | -2 | -2 | -3 | 103
O=C(CSc1nc2ccccc2o1)NCc1n[nH]c(=O)c2ccccc12 | -3 | -7 | 99 | 98 | -0.2 | 4 | -25 | -4 | -4 | -3 | 99
CCOCc1nnc(NS(C)(=O)=O)s1 | 0 | -5 | 101 | 96 | -0.1 | 0 | -9 | -4 | -2 | 1 | 100
O=C(CN(CCCN1CCOCC1)C(=O)Cn1nnc(-c2ccc(F)cc2)n1)NC1CCCCC1 | 3 | -12 | 104 | 105 | -0.1 | 0 | -10 | -8 | -8 | -4 | 104
COc1ccc(OCCCNCCc2ccccc2)cc1 | 0 | -2 | 101 | ? | 0.4 | 5 | -3 | -3 | 0 | 0 | 97
Cc1ccc(NC(=O)Nc2ccccc2)cc1[N+](=O)[O-] | -1 | -10 | 101 | 91 | 17 | 95* | -2 | 0 | -4 | -4 | 93
COc1nc(-c2ccc(Cl)cc2)nnc1C | 0 | -2 | 101 | 99 | 0.3 | 6 | -5 | 0 | -2 | -1 | 98
COC(=O)C(CC(C)C)NC(=O)c1cccs1 (stereo not drawn) | -4 | 1 | 101 | 99 | 0.7 | 1 | 3 | 1 | -2 | 0 | 101
O=C(CC1S/C(=N/N=C/c2ccco2)NC1=O)Nc1ccccc1 (stereo not drawn) | -1 | -4 | 100 | 98 | 0.4 | 7 | -7 | -3 | -2 | -1 | 104
O=C(CSc1nnc(SCc2cccc3ccccc23)s1)N=Nc1c(O)[nH]c2ccccc12 | -12 | -19 | 103 | 93 | -0.3 | -3 | -3 | -14 | -15 | -12 | 94

A few values from the results shown:
For Bim-Bcl-W, `COc1ccc(OCCCNCCc2ccccc2)cc1` has 0
For RGS7-Gao reg, `CC(C)(C)C(=O)Nc1cccc(-c2nc3ccccc3[nH]2)c1` has 101

The listing continues:
SMILES | Bim-Bcl-W | Bim-Bcl-B | RGS8-Gao | RGS7-Gao reg | ABCB1 block | ABCG2 block | Bfl-1 Bim block | Bim-Bcl-2 | Bim-Bcl-XL | Mcl-1 Bim block | RGS4-Gao reg
Cc1cc(Br)ccc1OCCN1CC(C)OC(C)C1 (stereo not drawn) | 0 | -2 | 100 | ? | 0.4 | 15 | -4 | -3 | -2 | 0 | 99
COc1c(F)c(F)c(C(=O)Nc2ccc(N3CCN(Cc4ccccc4)CC3)cc2)c(F)c1F | -4 | -5 | 175*[activator] | 128 | 1.1 | 10 | -2 | -9 | -4 | -9 | 141
O=[N+]([O-])c1cccc(S(=O)(=O)c2cccc([N+](=O)[O-])c2)c1 | -1 | -5 | 99 | 97 | 0.4 | 1 | -4 | 0 | -5 | 0 | 100
COc1ccc(CNC(=O)c2ccc[nH]2)cc1 | -1 | -7 | 105 | 104 | 0.4 | 4 | -5 | -4 | -6 | -4 | 106
O=C(O)CCC1=C2c3ccccc3CCN2C(=O)CC1 | 1 | 1 | 101 | 100 | 0.3 | 1 | 0 | 2 | 0 | 0 | 101
COC(=O)c1ccc(CSc2nc3cc(Cl)ccc3s2)o1 | -6 | 0 | 103 | 101 | 0.7 | 3 | -3 | -6 | -1 | -3 | 101
CCOc1cccc(-c2nnc(SCC(=O)Nc3cccc(OC)c3)n2N)c1 | 2 | -7 | 101 | 100 | 1.6 | 4 | -11 | -5 | -6 | -1 | 96
COc1ccc(C2=Nc3cccc4cccc(c34)N2)cc1 | 13 | 0 | 97 | 98 | 0.9 | 3 | 19 | 5 | 3 | 4 | 100
Cc1c(C(=O)OCC(C)(C)CN(C)C)oc2ccccc12 | -1 | -8 | 107 | 116 | 0.0 | 0 | -12 | -8 | -9 | -3 | 115
CC(=O)N1CCC(N2CCN(c3ccccc3F)CC2)CC1 | 0 | 0 | 100 | 99 | 1.6 | 5 | 0 | -1 | -6 | -3 | 102
N/C(=N\OC(=O)CC1CCCCC1)c1cccnc1 | 0 | 1 | 103 | 100 | 0.4 | 2 | -1 | 1 | 1 | -1 | 98
CC(=O)Cc1nsc(NC(=O)c2cc(-c3ccc(Cl)c(Cl)c3)oc2C)n1 | 4 | 3 | 103 | 105 | 0.1 | 0 | 0 | 1 | -1 | 6 | 106
COc1ccc(/C=N/n2cnc3c([nH]c4ccc(Br)cc43)c2=O)cc1CN1CCOCC1 | -2 | -3 | 100 | 97 | 1.7 | 6 | -3 | -3 | 0 | -2 | 98
Cc1[nH]c2ccccc2c1/C=N/NC(=O)Nc1ccccc1 | -1 | -4 | 100 | 101 | -0.1 | 1 | -8 | -3 | -4 | 1 | 100
CC(C)(C)Cc1nc2ccccc2n1CCc1ccccc1 | 1 | -8 | 103 | 102 | -7.0 | -3 | -9 | -12 | -5 | -2 | 101
O=S(=O)(c1cccs1)N1CN(Cc2ccc(Cl)cc2)c2nc3ccccc3nc21 | 4 | -2 | 106 | 100 | 0.3 | 0 | -7 | 0 | 1 | 2 | 109
CCOC(=O)C1=C(SCC)c2cc3c(n2C1=O)CCCC3 | 0 | 0 | 96 | 96 | 1.0 | 4 | 1 | 1 | -2 | -2 | 98
COc1ccc(-c2nc(=S)c3c(n2CCN2CCOCC2)CC(C)(C)OC3)cc1 | 0 | -8 | 101 | 99 | -0.1 | 4 | -14 | -6 | -1 | 1 | 102
CCCCNC(=S)NNC(=O)CCn1nc(C)c(Br)c1C | 0 | -8 | 102 | 105 | 0.2 | 1 | 4 | 2 | 3 | 0 | 102
CCOc1cc(C(=O)CSc2nnc(CNc3ccc(Cl)cc3)o2)ccc1NC(=O)CC | 6 | 7 | 99 | 96 | 0.1 | 0 | -2 | 3 | 4 | 5 | 97
CC[C@@H](C)[C@@H](C(=O)N1CCN(C(=O)OC(C)(C)C)CC1)n1cc(CCCCNC(=O)OC(C)(C)C)nn1 | -2 | -3 | 100 | 104 | 1.4 | 1 | -2 | -4 | 0 | 2 | 105
CCCc1nc(SCC(=O)NNC(=O)c2ccc(OC)cc2)c2ccccc2n1 | -1 | -1 | 100 | 110 | 1.1 | 2 | -3 | -3 | -5 | -2 | 102
O=C(NCc1ccc2c(c1)OCO2)C(c1ccco1)N(C(=O)c1csnn1)c1ccccc1 (stereo not drawn) | -2 | -6 | 101 | 99 | 0.9 | 2 | 0 | -2 | -2 | -3 | 103
CN1C(=O)c2ccc(NC(=O)C3CCCCC3)cc2C1=O | -4 | -1 | 101 | 102 | 0.1 | 1 | -2 | -1 | -3 | -1 | 100
O=C(CN1CCCC1)NCC12CC3CC(CC(C3)C1)C2 | 0 | 3 | 103 | 98 | 0.1 | 1 | -1 | 1 | -1 | 1 | 108
CC1(C)CC(NC(=O)CC2CCCCC2)CC(C)(C)N1 | 0 | -4 | 98 | 93 | 0.0 | 0 | -10 | -8 | -1 | 0 | 100
CCOC(=O)c1cc(NC(=O)c2cccnc2)cc(C(=O)OCC)c1 | -1 | -12 | 101 | 98 | 1.6 | 31 | -18 | -10 | -14 | -2 | 102
COc1cc(/C=N/NC2=NC(C)(C)Cc3ccccc32)cc(OC)c1OC | 0 | -5 | 88 | 94 | 1.1 | 3 | -3 | -1 | 0 | 2 | 98
O=C1CC(c2ccccc2)CC(O)=C1C=NCCCN1CCOCC1 (stereo not drawn) | -4 | -6 | 104 | 101 | -0.5 | 6 | -21 | -3 | -9 | -5 | 104
O=C(c1cc2c(s1)CCCC2)n1cccn1 | 3 | -5 | 100 | 98 | 0.1 | 1 | -13 | -12 | -8 | 0 | 101
CSCCC(NC(=O)c1ccc([N+](=O)[O-])cc1Cl)C(=O)OCC(=O)NCC(F)(F)F (stereo not drawn) | -11 | -6 | 103 | 97 | 0.8 | 12 | -5 | -4 | -4 | -12 | 100
COC(=O)COc1ccc(S(=O)(=O)NCc2ccco2)cc1Cl | -6 | -9 | 105 | 101 | 0.4 | 28 | -17 | -14 | -12 | -10 | 101
Cc1ccc(C(=O)NNC(=O)c2ccc3ncccc3c2)cc1 | 6 | 22 | 101 | 100 | 0.4 | 0 | 7 | 19 | 27 | 50* | 101
Cc1noc(C)c1S(=O)(=O)N(CC(=O)N1CCCC1)c1ccc(C(C)C)cc1 | -2 | -6 | 98 | 94 | 1.7 | 3 | -4 | -4 | -4 | -5 | 96
COc1ccc(OC)c(NC(=O)C2=C(C)Nc3ncnn3C2c2cccs2)c1 (stereo not drawn) | 2 | -3 | 102 | 101 | 0.5 | 2 | -9 | -2 | 3 | 0 | 99
COc1ccnc(-n2cccc2C=O)c1C#N | -3 | -1 | 103 | 103 | 0.0 | 1 | -1 | 0 | 1 | -2 | 106
CCNC(=O)C/C(C)=N/NC(=O)C1CCCCC1 | -3 | -2 | 95 | 99 | -0.1 | -1 | 0 | 1 | -3 | -6 | 100
CCCCn1c(SCc2nc3ccccc3s2)nc2ccccc2c1=O | -4 | -8 | 102 | 101 | 0.4 | 1 | -10 | -8 | -12 | -1 | 102
O=C(Nc1ccc(-c2cn3c(n2)SCC3)cc1)c1ccc2ccccc2n1 | 2 | -5 | 100 | 105 | -1.3 | -2 | 0 | -2 | -1 | 0 | 100
